# MLL CXXC-DNA inh: MLL CXXC-DNA interaction inhibition | Q03164 | MLL-CXXC / FITC-HOXA9 DNA fluorescence polarization | Potency, µM (top dose mostly 115 µM), inactives show at the top dose activity change, negative = inhibition, hits mostly inhibitors | 0.037% of 290,000 active; active = well fitted inhibition curve with a large enough effect in the polarisation, with a control signal flat, not every such curve was filed as active; inconclusive = small, poorly fitted or top-dose-only effect, or effect the other way, or a change in a side signal; inactive = no such curve, though single readings can be large or run the other way; the % refers to the polarisation; also: potency is read from the fitted curve at half-maximal effect
#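 Steps: dispense CXXC domain solution (7 uM) → pin compounds or unlabeled HOX-A9 DNA control → 5 min ambient → add FLSN-HOX-A9 solution (50 nM) → spin → 30 min ambient → fluorescence polarization. Tris pH 7.5/NaCl/DTT/BSA buffer.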
# Menin-MLL TR inh: displaces Texas Red mutant MLL peptide from human menin. Menin + Texas Red MLL mutant peptide, fluorescence polarization. Potency, µM (doses to about 61.6 µM), for the others: at the top dose FP activity change, negative = inhibition, actives largely listed as inhibitors. 0.23% of 270,000 active. AID 1768; active = well fitted inhibition curve with a large enough effect in the polarisation, with a control signal flat, not every such curve was filed as active; inconclusive = small, poorly fitted or top-dose-only effect, or effect the other way, or a change in a side signal; inactive = no such curve, though single readings can be large or run the other way; the % refers to the polarisation; also: potency is read from the fitted curve at half-maximal effect; % of control where 0% means no effect; many of its hits are not listed in these tables
# Target sequence (O00255 whole entry, looked up): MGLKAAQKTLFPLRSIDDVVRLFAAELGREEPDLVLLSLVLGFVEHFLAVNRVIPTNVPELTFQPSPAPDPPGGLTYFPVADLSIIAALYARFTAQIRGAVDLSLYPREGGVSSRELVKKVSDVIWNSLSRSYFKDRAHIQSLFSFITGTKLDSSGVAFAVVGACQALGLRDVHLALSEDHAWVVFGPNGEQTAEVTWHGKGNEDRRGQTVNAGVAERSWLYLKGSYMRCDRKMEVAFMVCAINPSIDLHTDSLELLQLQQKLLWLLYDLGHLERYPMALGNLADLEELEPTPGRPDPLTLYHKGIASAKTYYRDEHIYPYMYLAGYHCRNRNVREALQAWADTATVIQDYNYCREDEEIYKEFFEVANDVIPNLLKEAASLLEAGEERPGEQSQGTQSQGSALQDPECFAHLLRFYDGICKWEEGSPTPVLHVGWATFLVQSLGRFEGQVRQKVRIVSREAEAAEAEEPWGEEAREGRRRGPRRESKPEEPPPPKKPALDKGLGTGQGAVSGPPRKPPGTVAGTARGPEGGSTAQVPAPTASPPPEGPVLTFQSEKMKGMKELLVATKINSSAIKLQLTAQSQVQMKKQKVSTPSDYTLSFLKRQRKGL
# FBPA coupling cs: inhibits coupling enzyme system, counter-screen for aldolase hits; coupling enzyme system counterscreen, AmpLite Red fluorescence; activity change, negative = inhibition, % at 58.2 µM, hits read low; 0.67% of 290,000 active; AID 2472; in the data active = activity change below about -30%; also: % is scaled to controls: 0 for no effect and ±100 for the full control effect
#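 Counterscreen of the coupled detection system alone, without aldolase: glyceraldehyde-3-phosphate coupling enzymes plus AmpLite Red readout. Compounds at 57.5 uM final, 10 min RT preincubation, 20 min RT reaction, fluorescence 525/598 nm.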
# TRPV1 ag: agonists of human vanilloid receptor 1 (TRPV1). Q8NER1. TRPV1-expressing cells, Fluo-8 calcium influx, agonist mode. activation, % at 8.33 µM. 0.19% of 320,000 active. AID 540275; in the data active = activation above about 80%; inconclusive = between about 30% and that limit; also: 0% is about no effect
#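 Cells expressing TRPV1 were dye-loaded with Fluo-8 and read kinetically: 10 s baseline, 3 min after compound (agonist portion), then 2 min after EC20 capsaicin (allosteric enhancer portion). Calcium-bound dye fluorescence at 480/520 nm.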
# hERG WT inh: inhibitors of human wildtype KCNH2 potassium channel; U2OS, BacMam KCNH2, thallium flux FluxOr; hits give low values; activity change, % at 1.84 µM; 0.37% of 340,000 active; AID 720551;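 active = maximum activity change below -70%; inconclusive = maximum activity change between -70% and -50%; inactive = maximum activity change above -50%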; also: % is scaled to controls: 0 for no effect and ±100 for the full control effect
#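 U2OS cells were transduced with wild-type KCNH2 virus (2.03 x 10^8 / mL) for 4 h at room temperature, then cultured overnight at 37 C. Thallium flux was read with FluxOr dye. Rate constants were normalized to DMSO controls.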
# USP2a block: blocks human ubiquitin-specific protease USP2a; O75604; USP2 core, Ub-CHOP2 coupled fluorogenic reporter, 485/531; Potency, µM (highest dose often 38.3 µM), inactives show top-dose activity change, negative = inhibition, most hits filed as inhibitors; 0.01% of 330,000 active; AID 463254;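 also: potency is read from the fitted curve at half-maximal effect; plate controls were DMSO wells for no effect and full inhibition by NEM control for full effect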
#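 Deubiquitinase activity read as fluorescence (485/531 nm) after Ub-CHOP2 cleavage activates the enterokinase reporter on its substrate; USP2 core 10nM, Ub-CHOP2 and substrate 25nM each, 30min compound preincubation then 60min RT; data normalized to NEM, curves fitted.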
# GALK inhibitor: inhibitors of human galactokinase | Potency, µM (highest dose often 57.5 µM), for the others: top-dose activity change, negative = inhibition, most hits filed as inhibitors | 0.007% of 270,000 active | Purified GALK, Kinase-Glo residual ATP luminescence | P51570 | AID 1868; also: potency is read from the fitted curve at half-maximal effect; % is scaled to controls: 0 for no effect and ±100 for the full control effect
#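 Galactose (100 uM) and ATP (35 uM) were turned over by 5 nM GALK for 1 h at RT. Kinase-Glo Plus then converted the remaining ATP into a luminescent signal.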
# KCNH2 3.1 block: blocks the human KCNH2 3.1 channel isoform | U2OS KCNH2 3.1, thallium flux FluxOr; hits give low values | activity change, % (tested at about 1.8 µM) | 0.95% of 340,000 active | AID 720553;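 active = maximum activity change below -70%; inconclusive = maximum activity change from -70% to -50%; inactive = maximum activity change above -50%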;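 also: thallium influx rate constant from kinetic fluorescence after stimulation buffer; % is scaled to controls: 0 for no effect and ±100 for the full control effect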
#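 Thallium flux via FluxOr fluorescence (Red40 quencher, 45 min loading) in U2OS cells virally expressing the KCNH2 3.1 isoform (1.77 x 10^8 /mL virus, overnight at 37 C). Rate constants from 2-min kinetic reads post-stimulation, normalised to positive and negative controls.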
# PKM2 act: increases activity of human pyruvate kinase M2 | purified PKM2, Kinase-Glo ATP luminescence, activation; response scale: 0% is enzyme alone, no compound | Potency, µM (highest dose often 57.5 µM), for the others: at the highest dose activation, hits mostly activators | 0.34% of 260,000 active; also: potency is read from the fitted curve at half-maximal effect; % is scaled to controls: 0 for no effect and ±100 for the full control effect; nearly all actives have a fitted effect of over 55% in size
#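 Kinase-Glo luminescence reports ATP generated from ADP (0.1 mM) and PEP (0.5 mM) by purified hPK-M2 after 1 h at room temperature, pH 7.2 imidazole buffer; intermediate enzyme activity allows detecting inhibitors and activators.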
# B2AR arrestin: agonists driving beta-arrestin recruitment to human beta2-adrenergic receptor; beta-arrestin recruitment to beta2AR, cell-based reporter; 0.02% of 330,000 active; P07550; Potency, µM (titrated, usually from 46.1 µM), inactives show at the top dose activation, hits mostly activators;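 also: potency is read from the fitted curve at half-maximal effect; 0% = DMSO controls and full agonism = EC100 isoproterenol or metaproterenol; nearly all actives have a fitted effect of over 65% in size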
# Target sequence (P07550 whole entry, looked up): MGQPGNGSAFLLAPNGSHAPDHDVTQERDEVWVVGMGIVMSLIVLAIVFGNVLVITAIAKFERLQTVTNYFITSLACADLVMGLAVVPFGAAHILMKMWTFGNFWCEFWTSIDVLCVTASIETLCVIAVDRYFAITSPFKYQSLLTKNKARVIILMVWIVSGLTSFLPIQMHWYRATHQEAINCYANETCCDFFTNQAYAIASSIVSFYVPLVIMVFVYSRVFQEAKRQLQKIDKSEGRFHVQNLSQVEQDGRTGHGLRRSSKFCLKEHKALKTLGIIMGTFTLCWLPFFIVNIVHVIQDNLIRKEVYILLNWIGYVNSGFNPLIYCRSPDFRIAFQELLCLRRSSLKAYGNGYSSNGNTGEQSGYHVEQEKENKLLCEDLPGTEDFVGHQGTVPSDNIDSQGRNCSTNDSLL
# Giardia killer: Giardia lamblia killing | 0.15% of 340,000 active | activity change, % at 7.66 µM, hits read low | Giardia lamblia trophozoite viability; in the data active = activity change below about -80%; inconclusive = between about -30% and that limit;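 also: parasites exposed to compound for two days anaerobically before the ATP read; % is scaled to controls: 0 for no effect and ±100 for the full control effect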
#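 Each well holds 100 Giardia trophozoites and compound. After two days (48 hrs) at 37 deg C in anaerobic conditions, ATP is quantified by luminescence.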
# * marks the source's active call; other numbers are inactive results; ? = inconclusive; . = no result given; & = joins results of further samples; [ ] = dose if it differs, or a comment. Unless noted, calls follow the shape of the dose curve; as a rule, active = well fitted curve in the direction sought with a large enough effect; inconclusive = small, poorly fitted or top-dose-only effect, or another doubt; inactive = no such curve, though single readings can be large; an effect the other way counts as inactive or inconclusive. This is a subset, so the mix of outcomes need not match the whole.
Compound	Giardia killer	B2AR arrestin	TRPV1 ag	FBPA coupling cs	KCNH2 3.1 block	PKM2 act	GALK inhibitor	MLL CXXC-DNA inh	Menin-MLL TR inh	USP2a block	hERG WT inh
O=C(N/N=C/C(Cl)=C/c1ccccc1)c1cnccn1	-6	0.1%	5	2	0	3%	0%	32%[activator]	12%	-2%	1
c1ccc(CNc2nnnn2-c2ccccc2)cc1	-2	-0.9%	8	1	1	9%	-4%	4%	0%	1%	8
COC(=O)c1ccccc1NC(=O)CC#N	5	0.4%	-4	2	1	-7%	3%	8%	2%	1%	-6
CCN1C=C(Cc2ccc(OC)cc2)C2=C(C1)C(c1ccc(OC)cc1)C(C#N)=C(N)O2 (stereo not given)	-9	3.4%	4	0	-44	-2%	-2%	0%	?	-1%	-14
Cn1c(SCC(=O)NCc2ccco2)nnc1C1CCCC1	-6	-0.7%	1	.	18	-9%	0%	0%	.	2%	-2
COc1ccc(C2=CC3=C(Br)C(=O)C(C)(OC(=O)C4CCCC4)C(=O)C3=CO2)cc1 (stereo not given)	-11	0.4%	12	2&1	14	-3%	-2%	0%	11%	3%	-8
CC(C)(C)c1ccc(OCCC(=O)NCC(c2cccs2)N2CCOCC2)cc1 (stereo not given)	-9	-0.6%	21	.	2	.	.	.	.	2%	8
O=C(Nc1ccc(F)cc1)c1cnc(-c2ccccc2)nc1-c1ccccc1	2	-0.2%	12	-1	32	-2%	-7%	-1%	-21%	2%	0
CCN(CC(=O)Nc1ccc(NC(C)=O)cc1)C(=O)Cc1coc2cc(C)c(C)cc12	34[activator]	2.9%	3	.	-9	.	.	.	.	-1%	6
COc1ccc(OC)c(/C=N/c2c(-c3ccc(O)c(OC)c3)nc3ccccn23)c1	28	-1.0%	-4	-2	5	2%	2%	1%	-2%	2%	.
CCCCOc1ccc(NC2=NC3(CCCCC3)N=C(N)N2)cc1	-24	0.1%	1	3	7	-21%	0%	19%	3%	1%	8
COc1ccc(C2NC(=O)c3sc4nc(C)c(C(C)=O)c(-c5ccc(Cl)cc5)c4c3N2)cc1 (stereo not given)	-2	0.0%	1	.	-6	-2%	-4%	30%[activator]	3%	1%	-7

# Whole records, looked up by structure:
# Results for CCN1C=C(Cc2ccc(OC)cc2)C2=C(C1)C(c1ccc(OC)cc1)C(C#N)=C(N)O2 (stereo not given) = Giardia killer = -9; B2AR arrestin = 3.4%; TRPV1 ag = 4; FBPA coupling cs = 0; KCNH2 3.1 block = -44; PKM2 act = -2%; GALK inhibitor = -2%; MLL CXXC-DNA inh = 0%; Menin-MLL TR inh = ?; USP2a block = -1%; hERG WT inh = -14
# Results for O=C(N/N=C/C(Cl)=C/c1ccccc1)c1cnccn1 = Giardia killer = -6; B2AR arrestin = 0.1%; TRPV1 ag = 5; FBPA coupling cs = 2; KCNH2 3.1 block = 0; PKM2 act = 3%; GALK inhibitor = 0%; MLL CXXC-DNA inh = 32%[activator]; Menin-MLL TR inh = 12%; USP2a block = -2%; hERG WT inh = 1

# The results go on:
Compound	Giardia killer	B2AR arrestin	TRPV1 ag	FBPA coupling cs	KCNH2 3.1 block	PKM2 act	GALK inhibitor	MLL CXXC-DNA inh	Menin-MLL TR inh	USP2a block	hERG WT inh
COc1cccc(C(=O)Nc2ccc(NC(=O)C3CC3)cn2)c1	?	-0.7%	-3	0	8	-36%	5%	-1%	16%	-1%	4
CCOC(=O)N1CCN(S(=O)(=O)N2CCCC(C(=O)NCCc3ccc(OC)c(OC)c3)C2)CC1 (stereo not given)	1	0.0%	-3	0	16	-3%	8%	12%	-8%	1%	-2
CCNc1nc(NCC)n2c(SCC(=O)Nc3ccc(NC(C)=O)cc3)nnc2n1	5	-0.3%	1	.	1	.	.	.	.	-5%	-2
COc1cc(NC(=O)c2cnn3c(C(F)F)cc(C4CC4)nc23)c(OC)cc1Cl	-29	0.0%	-3	2	6	9%	9%	0%	-3%	1%	-5
COc1ccccc1OCC(=O)Nc1sc2c(c1C(N)=O)CCC2	-9	0.1%	.	.	8	.	.	.	.	-6%	2
CC(C)CCNC(=O)c1ccc(OC2CCN(S(=O)(=O)N(C)C)CC2)cc1	-17	0.0%	2	5	4	6%	1%	6%	9%	-1%	-4
CCOc1ccc(Br)cc1S(=O)(=O)Nc1ccc(C(=O)OCC(=O)Nc2ccc(C#N)cc2)cc1	28	0.0%	-1	-6	-93*	3%	4%	-6%	?	-6%	-41
CC(C)(C)C1CCC(OC(=O)C[N+]2(C)CCCCC2)CC1 (stereo not given)	0	0.3%	-5	3	0	2%	-1%	-2%	-17%	0%	-45
O=C(c1ccc2c(c1)OCO2)N1CCN(S(=O)(=O)N2CCCCC2)CC1	-26	0.5%	4	2	-4	.	-3%	-13%	-7%	1%	-1
Cc1cccc(NS(=O)(=O)c2cc(C(=O)OCC(=O)Nc3cc(C)on3)ccc2C)c1	0	-0.7%	-1	-1	-4	2%	0%	9%	22%	-2%	-3
NC(=O)C(CCC(=O)c1ccc(Br)cc1)S(=O)(=O)c1ccccc1 (stereo not given)	4	0.0%	0	0	5	1%	7%	-4%	3%	-1%	-6
CC(=O)Nc1ccc2nc(CN3CCN(CC(C)C)C(CCO)C3)ccc2c1 (stereo not given)	5	0.4%	-1	-3	-1	4%	-3%	-1%	-24%	0%	7
CCC(NS(=O)(=O)c1ccc(OC)cc1)C(=O)NCCc1ccccc1 (stereo not given)	1	-0.2%	-1	1	14	.	2%	19%	3%	-1%	-11
C=CCn1c(SCc2cc([N+](=O)[O-])cc3c2OCOC3)nc2cc(C(=O)O)ccc2c1=O	-7	0.5%	0	17	-7	0%	-3%	-7%	.	0%	-4
COc1ccc(C(=O)O)cc1S(=O)(=O)Nc1ccc(Oc2ccccc2)cc1	-9	-0.6%	-1	.	-1	.	.	.	.	-3%	-5
Cc1ccc(CC(=O)Nc2ccncc2)cc1	2	3.2%	22	4	1	13%	-1%	7%	-7%	-2%	.
O=C(CCn1c(=O)oc2ccccc21)N1CCc2ccccc21	-2	-0.7%	4	-4	5	-11%	5%	-2%	15%	1%	2
Cc1nn(-c2cccc(C(F)(F)F)c2)c(=O)c2ccccc12	-13	-0.5%	-4	0	-7	-6%	3%	-5%	-10%	0%	?
Nc1c2c(nc3sc4c(c13)CCCC4)CCCCCC2	13	0.0%	17	0	1	4%	2%	12%	-11%	-1%	1
COc1ccc(C)cc1N(CC(=O)Nc1cccnc1)S(=O)(=O)c1ccc(C)cc1	-14	-0.2%	?	2	-5	26%	2%	-10%	24%	1%	-20
CCc1nc(Nc2ccccc2OC)c2oc3ccccc3c2n1	-24	-0.1%	?	1	6	.	-2%	2%	-1%	-8%	-7
O=S(=O)(Nc1cccc2ccccc12)c1cccs1	1	0.0%	0	.	-3	-1%	4%	19%	.	2%	0
CC(=O)C1=C(C)OC(N)=C(C#N)C1c1ccncc1 (stereo not given)	-21	-0.4%	-2	-25	2	8%	1%	-1%	?	0%	2
Cn1ccsc1=NC(=O)c1cccc(C#N)c1	9	-1.8%	4	-2	-6	-1%	8%	-2%	7%	4%	-2
N#C/C(=C\c1ccc(-c2ccccc2C(=O)O)o1)c1nc2ccccc2[nH]1	-3	0.5%	16	11	2	.	-6%	?	?	6%	-6
CN(C(=S)Nc1cccnc1)c1ccc(O)cc1	19	-1.0%	0	-33*	0	23%	1%	-1%	-4%	-1%	9
O=C(CSc1nc2c(cnn2-c2ccccc2)c(=O)[nH]1)NC1CCS(=O)(=O)C1 (stereo not given)	9	-0.2%	1	-2	2	-1%	2%	?	6%	0%	.
Cc1c(C(=O)OCC(=O)N2CC(C)OC(C)C2)oc2ccc(Br)cc12 (stereo not given)	-2	-1.0%	-1	5	2	3%	4%	7%	-5%	-1%	-4
COC(=O)c1nonc1NCn1nnc2ccccc21	-11	-0.3%	0	4	-13	-1%	-2%	1%	2%	0%	-2
N#CC1=C(N)N(c2ccccc2)C2=C(C(=O)CCC2)C1c1ccsc1 (stereo not given)	1	-0.1%	2	-15	6	11%	1%	2%	7%	-1%	0

# Bioassay records (PubChem)
